# High-throughput results from PubChem.
# KKLEB cytotox: reduces viability of KKLEB cystic fibrosis airway cells; KKLEB CF airway cells viability, ATPlite luminescence, overnight; active compounds read low; cells stimulated with P. aeruginosa culture filtrate; actives 0.36% (n = 360,000); activity change (cytotoxicity), % at 5 µM;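 active = corrected activity change at or below -50% at 5 µM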
# NCOA3 inh: inhibitors of human steroid receptor coactivator 3 (SRC3); HEK293 GAL4-SRC3 luciferase reporter, luminescence; Q9Y6Q9; actives 0.17% (n = 360,000); AID 588352; inhibition, % at 3.6 µM;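 active = inhibition above a per-campaign cutoff, the mean of all compounds plus 3 SD, cut at about 60% in these data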;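 note: 0% = DMSO-treated cells and 100% = gossypol-treated cells at 36 µM; higher means less SRC3-driven luciferase light from the GAL4 reporter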
# LMP1 NFkB inh: reduces LMP1-driven NF-kappaB luciferase signal; LMP1-induced NF-kappaB luciferase reporter cells, luminescence; AID 504558; inhibition, % at 12.5 µM; actives 0.69% (n = 350,000); in the data active = inhibition above about 41%;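 note: 0% = neutral control wells and 100% = reference inhibitor control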
# TWEAK Fn14 block: TWEAK-Fn14 signaling inhibition | actives 2% (n = 360,000) | TWEAK-stimulated Fn14 reporter cells, luciferase luminescence, 8 h | inhibition, % at 10 µM; in the data active = inhibition above about 50%
# SRC2 inh: inhibits human steroid receptor coactivator 2; Q15596; HEK293 GAL4-SRC2 luciferase reporter, luminescence; inhibition, % at 9 µM; actives 0.17% (n = 370,000);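 active = inhibition above the mean inhibition of all tested compounds plus 3 SD, set per campaign, cut at about 52% in these data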;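 note: 0% = DMSO treated cells and 100% = cells given Gossypol at 36 µM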
# Target sequence (Q15596 whole entry, looked up, the tested form may be a part): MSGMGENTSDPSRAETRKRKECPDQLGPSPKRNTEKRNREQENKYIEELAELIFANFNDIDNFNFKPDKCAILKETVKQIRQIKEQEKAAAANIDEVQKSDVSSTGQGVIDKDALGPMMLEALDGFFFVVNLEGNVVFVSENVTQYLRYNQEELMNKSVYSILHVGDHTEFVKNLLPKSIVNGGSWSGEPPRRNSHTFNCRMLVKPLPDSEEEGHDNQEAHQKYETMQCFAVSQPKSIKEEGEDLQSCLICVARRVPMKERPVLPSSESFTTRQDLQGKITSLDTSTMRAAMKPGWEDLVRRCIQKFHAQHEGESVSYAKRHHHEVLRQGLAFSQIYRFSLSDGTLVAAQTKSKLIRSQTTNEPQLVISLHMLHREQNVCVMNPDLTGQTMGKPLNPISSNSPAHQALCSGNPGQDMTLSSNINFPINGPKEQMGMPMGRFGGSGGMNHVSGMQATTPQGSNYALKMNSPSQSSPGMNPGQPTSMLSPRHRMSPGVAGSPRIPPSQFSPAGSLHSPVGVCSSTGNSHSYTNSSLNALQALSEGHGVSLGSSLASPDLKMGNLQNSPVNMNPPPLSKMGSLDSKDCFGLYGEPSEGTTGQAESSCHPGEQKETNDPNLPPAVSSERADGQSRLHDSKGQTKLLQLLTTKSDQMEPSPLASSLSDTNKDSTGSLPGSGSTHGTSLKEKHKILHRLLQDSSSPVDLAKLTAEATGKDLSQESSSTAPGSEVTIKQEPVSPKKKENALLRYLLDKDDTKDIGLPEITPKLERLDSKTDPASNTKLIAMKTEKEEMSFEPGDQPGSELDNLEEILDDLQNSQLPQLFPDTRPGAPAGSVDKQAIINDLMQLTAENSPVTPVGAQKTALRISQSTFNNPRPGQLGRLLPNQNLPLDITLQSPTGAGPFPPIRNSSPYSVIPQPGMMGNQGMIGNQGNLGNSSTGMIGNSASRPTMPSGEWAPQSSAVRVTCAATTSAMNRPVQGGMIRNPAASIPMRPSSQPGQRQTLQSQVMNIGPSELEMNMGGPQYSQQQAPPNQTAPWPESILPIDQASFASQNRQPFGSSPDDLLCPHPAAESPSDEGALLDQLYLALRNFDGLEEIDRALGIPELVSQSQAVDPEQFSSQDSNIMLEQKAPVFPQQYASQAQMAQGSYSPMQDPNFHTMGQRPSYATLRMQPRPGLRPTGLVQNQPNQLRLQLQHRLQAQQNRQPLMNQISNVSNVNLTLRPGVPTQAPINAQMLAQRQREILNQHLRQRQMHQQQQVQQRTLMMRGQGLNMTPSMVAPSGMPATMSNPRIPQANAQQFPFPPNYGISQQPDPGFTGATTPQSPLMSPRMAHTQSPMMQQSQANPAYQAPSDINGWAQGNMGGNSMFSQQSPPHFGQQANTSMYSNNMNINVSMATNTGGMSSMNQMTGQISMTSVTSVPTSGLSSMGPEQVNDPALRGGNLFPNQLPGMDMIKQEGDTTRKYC
# NCOA1 inh: inhibits human SRC1 coactivator | actives 0.12% (n = 360,000) | HEK293 GAL4-SRC1 luciferase reporter, luminescence | Q15788 | AID 588354 | inhibition, % at 3.6 µM;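 active = inhibition above the campaign mean plus 3 SD, with each screening campaign given its own cutoff, cut at about 60% in these data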;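 note: 0% = DMSO treated cells and 100% = gossypol at 36 µM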
# COUP-TFII inh: NR2F2 (human) inhibition, primary screen; P24468; HEK293T NGFI-A luciferase reporter, luminescence; inhibition, % at 8.6 µM; actives 0.7% (n = 370,000); AID 686940;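 active = inhibition above a per-plate cutoff, mean inhibition of test wells between control levels plus 3 SD, cut at about 38% in these data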;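 note: cells cotransfected with COUP-TFII expression vector driving the NGFI-A reporter; 0% = median of COUP-TF2 test wells and 100% = reporter-only cells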
# CF NFkB block: inhibitors of cystic fibrosis induced NF-kB | KKLEB NF-kB-GFP reporter, PAF-induced, GFP fluorescence overnight | inhibition, % at 5 µM | actives 0.86% (n = 360,000);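 active = at least 50% inhibition at 5 µM, scaled per plate between neutral and stimulator controls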;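 note: PAF is a Pseudomonas aeruginosa culture filtrate used as stimulus; plate controls were PAF-stimulated DMSO wells for no effect and unstimulated DMSO wells for full effect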
# NR5A2 inv ag: NR5A2 inverse agonism in reporter assay; O00482; HEK293T StAR-luciferase reporter, LRH-1 transfected, 24 h; inhibition, % at 3.6 µM; actives 0.13% (n = 360,000);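 active = inhibition above the mean inhibition of all tested compounds plus 3 SD, cut at about 73% in these data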;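 note: 0% = DMSO wells and 100% = reporter-only cells lacking LRH-1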
# TROY NFkB inh: blocks TROY-dependent signaling in reporter cells | actives 0.98% (n = 360,000) | Q293 LMP1-TROYcd NF-kB luciferase reporter, 4 h | inhibition, % at 10 µM;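 active = compounds whose plate-normalised and pattern-corrected inhibition of the luciferase reporter signal at the single screening dose is 50% or more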
# C8 TRAIL sens: sensitizes caspase-8 expressing cells to TRAIL. NB7+C8 cells + TRAIL, ATPlite viability luminescence. inhibition (viability loss, TRAIL sensitization), % at 10 µM. actives 1% (n = 360,000);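 active = compounds causing at least 50% loss of cell viability in the single-dose screen, relative to plate controls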
# An asterisk follows results filed as active; / = no result given.
SMILES,KKLEB cytotox,NCOA3 inh,LMP1 NFkB inh,TWEAK Fn14 block,SRC2 inh,NCOA1 inh,COUP-TFII inh,CF NFkB block,NR5A2 inv ag,TROY NFkB inh,C8 TRAIL sens
COc1ccc(S(=O)(=O)Cc2ccc(C(=O)NC3CCC(C)CC3)o2)cc1 (stereo unspecified),1,-1,-4,1,-5,1,19,-15,-9,-1,-12
CC(C)N1C(=O)CCC1C(=O)NCc1ccco1 (stereo unspecified),3,0,6,0,-50,-24,9,1,-3,-2,-9
CN1CN(C)C(c2ccncc2)=C1c1ccncc1,3,-3,-18,7,-7,4,-4,-19,11,-7,1
O=C(COc1ccccc1Cl)NC(=S)Nc1cccc(NC(=O)c2ccccc2Cl)c1,11,-3,3,16,16,9,7,12,2,-21,-10
OCCN(Cc1ccccc1)c1ncnc2sccc12,-5,8,4,19,9,8,28,24,3,19,22
COc1cccc(C(=O)NNC(=O)C(=O)Nc2ccc(OC)cc2OC)c1,2,-13,2,0,4,14,-3,-5,-9,7,9
Cc1ccc(N(C(=O)Cn2nnc(-c3cccs3)n2)C(C(=O)NC2CCCC2)c2ccncc2)cc1 (stereo unspecified),12,1,1,-10,-11,10,-5,-2,-3,2,9
Cc1cc(NC(=O)C2C3C(=O)N(c4cccnc4)C(C(=O)NC(C)(C)C)C34C=CC2(C)O4)no1 (stereo unspecified),0,8,1,3,11,-9,3,1,12,-4,2
CC(C)c1ccc(O)c(=O)cc1,5,-27,/,12,1,-9,7,4,-18,6,2
CC(=O)OCCc1c2ccccc2c(CCCN(C)C)c2ccccc12,3,15,-1,-1,-13,-24,0,-18,-9,-18,-14
Cc1ccc(-n2nc(C)c3c2OC(N)=C(C#N)C3c2ccccc2F)cc1 (stereo unspecified),4,7,-1,41,29,-5,10,-11,1,15,-7
C[C@H](CO)N1C[C@H](C)[C@H](CN(C)Cc2ccccc2)Oc2ccc(NC(=O)Nc3ccc(F)cc3)cc2C1=O,-14,-9,-9,-2,23,-4,-6,2,-14,8,1
CCN(CC(=O)Nc1cccc(S(=O)(=O)N(C)c2ccccc2)c1)Cc1ccccc1,14,22,-2,11,-24,-4,5,8,8,24,8
Cn1c(=O)c(C(=O)CSc2nncs2)c(N)n(Cc2ccccc2)c1=O,0,9,-4,-14,-16,-11,1,-5,-7,-5,14
O=C(Nc1c2c(nn1-c1ccccc1)CS(=O)(=O)C2)c1cccs1,-4,6,-2,5,-39,6,-5,34,2,-18,2
Cc1ccc2nc(-c3ccc(SCC(=O)Nc4ccc5c(c4)OCCO5)nc3)[nH]c2c1,-12,-93,-31,16,-73,-174,-50,15,-129,-47,46
Nn1c(SCC(=O)Nc2ccccc2F)nc2ccccc2c1=O,-2,8,2,-18,-7,12,-1,13,8,5,-3
O=c1nc2n(c3ncccc13)CCCCC2,2,-1,3,8,-12,-2,-1,12,-6,-15,2
COc1ccc(CNC(=O)N[C@@H](CC(C)C)C(=O)O)cc1OC,17,0,-7,-2,6,-2,10,-11,-19,16,-12
COCCN(CCOC)c1nc(-c2ccccc2)nc2ccccc12,-12,12,3,10,-46,12,-3,-3,6,5,4
O=C(Nc1ccc(C(F)(F)F)cc1)c1ccccc1,7,-70,-4,-22,-47,-70,-52,-22,-114,-43,0
CCOC(=O)c1ccc(Nc2nnc3nc(C)cc(C)n23)cc1,6,11,7,19,-5,-1,-7,-6,-20,9,0
CN(C)/C=C1/NC(=S)NC1=O,1,17,1,-5,4,7,-16,3,-1,12,-2
CCOC(=O)c1[nH]c(C)c(/C(O)=C2\C(=O)C(=O)N(CCN(C)C)C2c2cccc(OC)c2OC)c1C (stereo unspecified),3,4,10,10,-4,-10,14,4,10,15,2
Oc1c(C(c2ccccc2)N2CCOCC2)ccc2ccccc12 (stereo unspecified),-44,-29,-1,44,-10,-18,10,79*,18,15,-11
O=S(=O)(c1ccccc1)C1CC1(c1ccccc1)c1ccccc1 (stereo unspecified),-4,3,-7,8,-18,-2,-1,3,0,-4,-16
Cc1nn(-c2ccc(F)cc2)c(Cl)c1/C=N/NC(=O)c1cccs1,-8,-47,-20,-15,-45,-80,-40,15,-113,-27,15
CSc1cccc(NS(=O)(=O)c2cc(Br)cnc2N)c1,-5,-5,6,2,-5,17,6,1,-1,-2,-2
CCOc1ccc(NC(=O)CN(C)C(=O)c2ccccc2SCC(=O)N2CCCC2)cc1OCC,2,11,2,-5,2,-18,-1,-14,7,3,8
OCc1ccnc2c(O)cccc12,11,-3,1,-16,-22,-2,12,-41,10,-4,19

# Of the compounds above, 4 contain an aryl methoxy group.
SMILES,KKLEB cytotox,NCOA3 inh,LMP1 NFkB inh,TWEAK Fn14 block,SRC2 inh,NCOA1 inh,COUP-TFII inh,CF NFkB block,NR5A2 inv ag,TROY NFkB inh,C8 TRAIL sens
COc1ccc(S(=O)(=O)Cc2ccc(C(=O)NC3CCC(C)CC3)o2)cc1 (stereo unspecified),1,-1,-4,1,-5,1,19,-15,-9,-1,-12
COc1cccc(C(=O)NNC(=O)C(=O)Nc2ccc(OC)cc2OC)c1,2,-13,2,0,4,14,-3,-5,-9,7,9
COc1ccc(CNC(=O)N[C@@H](CC(C)C)C(=O)O)cc1OC,17,0,-7,-2,6,-2,10,-11,-19,16,-12
CCOC(=O)c1[nH]c(C)c(/C(O)=C2\C(=O)C(=O)N(CCN(C)C)C2c2cccc(OC)c2OC)c1C (stereo unspecified),3,4,10,10,-4,-10,14,4,10,15,2

# Next section
SMILES,KKLEB cytotox,NCOA3 inh,LMP1 NFkB inh,TWEAK Fn14 block,SRC2 inh,NCOA1 inh,COUP-TFII inh,CF NFkB block,NR5A2 inv ag,TROY NFkB inh,C8 TRAIL sens
CCNC(=O)Nc1ccc2c(c1)c(=O)n(C)n2Cc1ccc(Cl)cc1,30,2,/,-16,-10,0,8,-27,7,-9,-5
COc1ccc(-c2cc(=O)oc3cc(OC(C)C(=O)NCC4CCC(C(=O)O)CC4)ccc23)cc1 (stereo unspecified),4,1,4,-17,2,-16,-3,-3,-54,5,-11
CC(C)CCC(CC(C)O)c1n[nH]c(=S)n1-c1ccccc1 (stereo unspecified),10,8,-17,-4,5,10,-1,2,1,1,13
CC(C)NC(=O)Cn1nc(C(F)(F)F)c2c1CCC2,0,12,-2,1,-37,3,8,-10,-1,-4,1
O=[N+]([O-])c1ccc(N2CCN(CCO)CC2)cc1NCc1ccco1,-2,1,-2,-8,-9,-4,-2,6,22,6,7
Cc1cccc(N(Cc2ccccc2)C(=O)c2cc(S(=O)(=O)N3CCOCC3)ccc2Cl)c1,3,1,9,3,18,7,-6,11,-16,7,12
CCCCn1c(=N)n(CC(=O)C(C)(C)C)c2ccccc21,-9,9,7,-2,25,0,-1,6,-2,16,4
CCN(Cc1ccccc1)c1ccc(/C=C(\C#N)c2ccccn2)cc1,9,-73,-48,-1,-22,-100,-37,-5,-109,-11,8
CC(=O)Nc1ccc(NC(=O)C(=O)N/N=C/c2cccnc2)cc1,9,7,/,-3,-5,1,-10,6,1,4,7
C(=N\N1CCN(Cc2cccc3ccccc23)CC1)/c1cccs1,7,25,-2,-24,15,-10,10,-5,3,-1,2
C=CCn1c(COc2ccc(F)cc2)nnc1SCC(=O)Nc1cccc(S(N)(=O)=O)c1,10,14,0,-1,0,-11,8,-2,10,9,-1
O=C(C1CCN(Cc2ccc(Cl)cc2)CC1)N1CCN(C(c2ccccc2)c2ccccc2)CC1,-26,8,-1,-9,19,7,0,12,15,25,7
Cc1ccc(NC(=O)NNc2cccc(Cl)n2)cc1,10,-2,4,-10,-47,13,-9,-10,-14,-36,-8
Cc1ccc(-c2noc(CSc3nc(N)cc(N)n3)n2)cc1,-5,-103,-36,2,-94,-108,-30,-8,-105,-16,6
CC(C)(C)CC(C)(C)c1ccc(O)c(CN2CCN(CCC#N)CC2)c1,1,-8,-6,13,16,-8,11,6,-2,-5,2
CCOc1cc(NC(=S)NCCCN2CCOCC2)c(OCC)cc1NC(=O)C1CCCCC1,-18,7,-5,2,2,1,-3,20,17,5,-11
O=C(Oc1ccccc1Cl)c1ccccc1,3,2,1,-14,-8,-1,1,-11,-11,0,-1
CCOC(=O)C1CCN(CCCSc2ccccc2)CC1,-5,-2,3,-4,-18,-1,1,-3,-15,2,12
Cc1cccc(N2CCN(S(=O)(=O)c3ccc4c(c3)CCCN4C(=O)C3CCC3)CC2C)c1 (stereo unspecified),16,6,-11,-7,-3,-7,-3,-6,7,13,13
Cn1nc([N+](=O)[O-])nc1Sc1ccc(Cl)cc1,7,11,-6,-3,29,3,6,5,5,15,-1
O=C(NN=C1CCCC1)NC1CCCCC1,18,0,1,-7,-27,-8,-9,-13,-3,3,-5
CCCOc1ccc(N2C(=O)CC(SCC(N)C(=O)OCC)C2=O)cc1 (stereo unspecified),6,-10,4,10,-15,1,-13,-7,16,19,-8
CCOC(=O)c1c(C#N)c(SCC(=O)Nc2ccc(OC)cc2)nc2c1CN(CC)CC2,-6,-8,8,-14,-2,9,1,-24,-6,-28,11
COc1ccc(CCC(=O)NNC(=O)Nc2ccccc2Cl)cc1,7,19,-1,5,19,-32,-7,25,-8,-27,17
COc1ccc(Oc2ncc(CN3CCN(c4ccccc4)CC3)s2)cc1,1,-2,-4,-7,24,-13,9,-1,-8,0,10
CN1CCN(/N=C/c2nc(-c3ccccc3Cl)n3ccccc23)CC1,5,-7,10,-10,-27,-18,1,21,-12,-3,-16
Cc1ccc(/C=N/NC(=O)CSc2ccccn2)o1,-13,18,-7,1,-20,5,-2,18,-22,-20,4
O=C(COc1ccccc1)NCCc1nc2ccccc2[nH]1,14,4,-3,1,-18,4,-74,-1,1,12,22
COc1ccc(OCCN2CCC(C(=O)NC(c3ccccn3)c3ccccc3OC)CC2)cc1 (stereo unspecified),13,10,/,8,-8,9,6,6,-6,-16,7
CCCc1ccc(-c2cc(N)n[nH]2)cc1,-9,-30,-13,7,-9,-35,2,9,7,-25,9
COc1cc(/C=N/NC(=O)c2cccnc2)ccc1OC(=O)c1cc(OC)c(OC)c(OC)c1,11,-15,-11,15,17,-37,6,-26,4,-2,1
CCOC(=O)c1cc2c(ccn2C)n1Cc1ccccc1Cl,-10,8,2,-5,29,4,14,11,-37,-9,-4
CCOc1ccc(/C=C2\SC(=S)N(CCC(=O)Nc3ccc(C(=O)O)cc3)C2=O)cc1,7,-5,-8,-58,-8,-2,1,4,4,-39,5
CN1/C(=C\C=O)C(C)(C)c2ccccc21,27,13,3,6,-13,-2,-4,-30,-1,-9,-19
COc1ccc(OC)c(NC(=O)Cc2ccc(NC3=NC4CS(=O)(=O)CC4S3)cc2)c1 (stereo unspecified),-15,8,-2,12,25,5,-2,-2,-19,4,10
O=C(CCc1nc2ccccc2[nH]1)NCc1ccc2c(c1)OCO2,4,-20,2,-10,2,-10,-10,-20,0,-9,-6
COc1ccc(/C=C2\SC(=S)N(CCCC(=O)Nc3ccccn3)C2=O)cc1OC,-2,26,1,52*,20,3,18,6,1,24,3
Cc1noc(C)c1COc1ccccc1C(=O)N1CCN(S(=O)(=O)c2ccccc2C(F)(F)F)CC1,-10,13,-1,-3,-15,-5,-13,2,14,-7,-12
Cc1ccc(S(=O)(=O)N2CCC(C(=O)NCc3ccncc3)CC2)cc1,-15,8,-6,2,3,2,20,9,9,10,-8
